High-throughput results (PubChem)
MEP2-GFP yeast = modulators of TOR pathway MEP2-GFP in S. cerevisiae | GFP response vs DMSO, % at 10 µM | S. cerevisiae MEP2-GFP strain, flow cytometry GFP, 3 h; 100% = DMSO control level | 0.51% of 330,000 active;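 active = GFP response versus DMSO above a set limit, roughly screen mean plus 3 SD, cut at about 180% in these data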;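 also: median GFP fluorescence of the barcode-gated MEP2-GFP cells per well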
ZTA counter = blocks Epstein-Barr virus ZTA, an EBNA-1 counter-screen; P03206; ZTA-DNA binding, fluorescence polarization; inhibition, % at 11 µM; 0.15% of 320,000 active; AID 2234; in the data active = inhibition above about 33%
AHR act = activates the human aryl hydrocarbon receptor; P35869; AHR-responsive luciferase reporter cells, luminescence; activation, % at 5 µM; 2.5% of 320,000 active; AID 2796; in the data active = activation above about 47%;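 also: 0% = vehicle wells and 100% = reference agonist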
LAP4 TOR yeast = alters LAP4-GFP fluorescence in TOR pathway yeast screen; S. cerevisiae LAP4-GFP multiplex, flow cytometry GFP, 3 h; median GFP as percent of DMSO wells; GFP response vs DMSO, % at 10 µM; 0.34% of 320,000 active;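 active = GFP response vs DMSO above a set limit, about the screen mean plus 3 SD, cut at about 150% in these data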
EBNA-1 inh = blocks EBNA-1 binding to DNA. EBNA-1 DNA binding, fluorescence polarization. inhibition, % at 14.8 µM. 0.34% of 300,000 active; in the data active = inhibition above about 28%
proCasp7 act = counter-screen: procaspase-7 (human) activation. AID 463210. activation, % at 8.5 µM. P55210. recombinant procaspase-7, Ac-DEVD-pNA absorbance 405 nm; D23A/D198A/D206A triple mutant, cannot self-cleave; scale: DMSO 0, 5 µM enzyme 100. 0.093% of 330,000 active;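 active = percent activation above the screen-wide mean plus 3 SD, cut at about 25% in these data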
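Material: Procaspase-7 triple mutant (PC-7 D3A) | Quantity: 2 µM procaspase-7 mutant as dispensed | Reagent: DEVD-pNA substrate | Times: 1 h preincubation, 2 h reaction | Technique: 405 nm absorbance of p-nitroaniline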
RPL19A TOR yeast = modulators of TOR pathway RPL19A-GFP in S. cerevisiae; S. cerevisiae RPL19A-GFP strain, flow cytometry, 3 h; active compounds read low; percent response vs DMSO, % at 10 µM; 0.3% of 330,000 active;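 active = percent response vs DMSO below 50%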;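 also: median channel GFP fluorescence of the barcoded RPL19A-GFP strain; ratio of sample median GFP to plate DMSO average so 100% = DMSO; lower means less RPL19A-GFP as with rapamycin TOR inhibition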
procasp3 activ = procaspase-3 (human) activation; P42574; recombinant procaspase-3 D3A, Ac-DEVD-pNA absorbance 405 nm; activation, % at 8.5 µM; 0.11% of 330,000 active; AID 463141;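 active = activation above the mean of all tested compounds plus 3 SD, cut at about 21% in these data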;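 also: 0% = DMSO alone and 100% = DMSO wells spiked with extra 5 µM PC-3 D3A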
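Evaluation: percent activation relative to control range; Material: Procaspase-3 D3A mutant, all three cleavage aspartates alanine; Compound: single dose, 8.5 µM nominal compound, 0.8% DMSO; Replication: one well per compound; Signal: absorbance at 405 nm, 0 and 120 min; Schedule: 1 h preincubation plus 2 h reaction at 25 °C.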
* marks the source's active call; other numbers are inactive results; . = no result given; [ ] = remark or other dose.

The opening 2 entries (preview)
SMILES	MEP2-GFP yeast	ZTA counter	AHR act	LAP4 TOR yeast	EBNA-1 inh	proCasp7 act	RPL19A TOR yeast	procasp3 activ
CCN1CCN(CCn2c(=S)[nH]c3ccccc3c2=O)CC1	106.6	-24.4	4.8	96.1	-2.0	-0.8	100.5	6.7
N#Cc1ccccc1OCC(=O)Nc1nnc(C2CC2)s1	91.0	-10.5	64.4*	92.1	.	5.3	92.5	0.0

The list itself, from the start:
SMILES	MEP2-GFP yeast	ZTA counter	AHR act	LAP4 TOR yeast	EBNA-1 inh	proCasp7 act	RPL19A TOR yeast	procasp3 activ
CCN1CCN(CCn2c(=S)[nH]c3ccccc3c2=O)CC1	106.6	-24.4	4.8	96.1	-2.0	-0.8	100.5	6.7
N#Cc1ccccc1OCC(=O)Nc1nnc(C2CC2)s1	91.0	-10.5	64.4*	92.1	.	5.3	92.5	0.0
COC(=O)CNC(=O)C1CCN(S(=O)(=O)c2cccc3nsnc23)CC1	127.9[may fluoresce violet]	-9.1	0.5	81.8[may fluoresce violet]	-5.5	13.6	19.9*[may fluoresce violet]	-1.2
COc1ccc(Br)cc1CN(C)CC(=O)Nc1cc([N+](=O)[O-])ccc1OC	96.1	-13.2	5.0	90.9	-2.6	-3.0	114.1	-5.8
CCc1ccc(C(C)NC(=O)Cn2cnc3c(=O)n(C)c(=O)n(C)c32)cc1 (stereo not given)	97.4	4.6	1.0	108.5	-0.3	13.1	102.7	-3.5
COc1ccc(/C=C/C(=O)c2ccc(OC)cc2OC)c(OC)c1	96.0	14.5	0.4	100.0	-11.5	-6.8	90.0	3.4
CC1(C)NC(=O)N(CC(=O)N2CCN(S(=O)(=O)c3ccccc3F)CC2)C1=O	92.0	-10.0	-1.0	88.4	.	10.7	91.3	7.3
O=[n+]1c2c(n([O-])c3cc(F)c(N4CCCC4)cc31)CCCC2	229.5*[may fluoresce violet]	-10.5	3.4	89.2[may fluoresce violet]	8.6	-17.9	34.1*[may fluoresce violet]	2.2
COC(CNC(=O)c1ccc(N2CCc3ccccc32)c([N+](=O)[O-])c1)OC	97.9	0.1	2.7	84.4	0.1	5.4	101.3	-3.3
CC1=CC(C)[C@H](/C=N/n2c(=O)[nH]c3c([nH]c4ccc(C)cc43)c2=O)C(C)C1 (stereo not given in full)	266.2*[may fluoresce violet]	12.8	19.3	72.6[may fluoresce violet]	2.9	-1.1	44.1*[may fluoresce violet]	-4.4
Cc1nn(C)cc1CN1CCC(n2nccc2NC(=O)CCCc2ccccc2)CC1	100.1	-6.6	-3.6	94.6	2.8	8.9	104.8	-2.1
CC1CCN(C(=O)c2ccc(NS(=O)(=O)c3ccc4[nH]c(=O)[nH]c4c3)cc2)CC1	104.4	14.5	-0.5	109.3	-1.4	0.9	98.0	6.3
CCCNS(=O)(=O)c1ccc(OCC(=O)N2CCN(c3ccccc3)CC2)cc1	96.9	-14.1	-0.2	90.6	-24.8	-1.1	94.6	-8.9
CCCCC1CCC(/C(N)=N/O)CC1 (stereo not given)	98.5	11.6	-2.7	96.8	4.3	4.4	102.1	1.7
CC1CCCCN1C(=O)COC(=O)c1ccc2c(c1)C(=O)N(Cc1ccco1)C2=O (stereo not given)	93.1	-4.6	-2.5	91.2	.	-7.1	94.2	-2.2
Cc1ccccc1CNC(=O)CC1C(=O)NCCN1CC1CCCCC1 (stereo not given)	88.8	-8.7	-1.3	92.8	-24.6	3.7	88.3	2.2
CCC1CCC(C(=O)NNC(=O)c2cc(-c3ccco3)[nH]n2)CC1 (stereo not given)	109.2	-0.1	2.7	105.2	1.4	-31.7	109.0	-16.6
Nn1c(Cc2cccc3ccccc23)nnc1SCCOc1ccc(F)cc1	100.3	3.8	1.1	100.9	-1.4	0.8	110.7	-10.3
CC(C)CC1CCCCC1OC(=O)C[N+]1(C)CCCCC1 (stereo not given)	90.8	4.6	0.6	91.5	-3.8	1.5	83.4	-4.0
COc1ccc(O)c(C(=O)c2cnn(C(=O)c3cc(C)oc3C)c2)c1	99.0	-6.1	5.5	99.1	1.0	-10.5	.	5.2
COc1cccc(OC)c1C(=O)Nc1ccnn1C	93.6	7.4	-0.3	98.4	-2.0	-3.0	88.0	2.2
COc1ccccc1CNC(=O)Nc1cccs1	95.8	-3.6	11.5	99.1	4.6	-8.0	93.6	-3.7
Cc1cccc(OCCCn2c(CO)nc3ccccc32)c1	98.3	-1.6	1.9	95.5	-0.1	0.8	106.5	-1.8
COc1cc(SC)ccc1C(=O)OCC(=O)NC1CCCCC1	97.4	9.7	2.9	92.7	13.1	-0.4	95.6	-1.3

Some of these compounds in order of their number in MEP2-GFP yeast, smallest number first.
SMILES	MEP2-GFP yeast	AHR act	LAP4 TOR yeast	EBNA-1 inh	RPL19A TOR yeast	procasp3 activ
CC(C)CC1CCCCC1OC(=O)C[N+]1(C)CCCCC1 (stereo not given)	90.8	0.6	91.5	-3.8	83.4	-4.0
COc1cccc(OC)c1C(=O)Nc1ccnn1C	93.6	-0.3	98.4	-2.0	88.0	2.2
COc1cc(SC)ccc1C(=O)OCC(=O)NC1CCCCC1	97.4	2.9	92.7	13.1	95.6	-1.3
Cc1cccc(OCCCn2c(CO)nc3ccccc32)c1	98.3	1.9	95.5	-0.1	106.5	-1.8
Nn1c(Cc2cccc3ccccc23)nnc1SCCOc1ccc(F)cc1	100.3	1.1	100.9	-1.4	110.7	-10.3
CCC1CCC(C(=O)NNC(=O)c2cc(-c3ccco3)[nH]n2)CC1 (stereo not given)	109.2	2.7	105.2	1.4	109.0	-16.6

(listing goes on)
SMILES	MEP2-GFP yeast	ZTA counter	AHR act	LAP4 TOR yeast	EBNA-1 inh	proCasp7 act	RPL19A TOR yeast	procasp3 activ
O=S(=O)(c1cnccc1N1CCN(/N=C/c2ccc(Br)cc2)CC1)N1CCCCC1	94.5	4.3	4.7	91.2	0.0	8.0	94.2	-4.5
Cn1c(NCc2ccco2)nc2ccccc21	97.0	-22.0	6.5	97.2	-13.4	-10.1	97.0	8.9
S=C(NCCc1c[nH]c2ccccc12)NC1CCCC1	105.9	2.9	3.6	87.4	-8.1	10.4	102.4	-2.7
NC(=O)c1ccc(NC(=O)c2cncn2-c2ccccc2)cc1	99.9	-9.9	1.6	96.7	-1.1	-5.0	103.4	0.3
CCOc1ccccc1NC(=O)Nc1ccc2c(c1)CCC2	113.4	2.3	78.2*	115.3	6.9	3.6	111.2	-2.7
CCN(Cc1ccncc1)C(=O)c1ccc(C)c(S(=O)(=O)N2CCCCC2)c1	90.7	.	2.8	90.2	.	10.8	92.9	3.8
CCN(Cc1ccncc1)Cc1nc(CC2CC2)no1	99.9	-0.6	8.9	104.0	-12.2	-0.5	96.4	0.5
CCCN(C(=O)c1ccc(N2CCCC2=O)cc1)c1c(N)n(Cc2ccccc2)c(=O)[nH]c1=O	86.8	8.6	0.7	107.3	3.6	-5.7	84.3	-0.9
CCC(=O)N1CCc2nc(-c3ccccc3)sc2C1	99.7	-11.7	-1.9	112.1	-2.2	-1.3	94.9	-1.6
COc1ccc(NC(=O)CN(C)CC(=O)N(CC(C)C)c2c(N)n(CC(C)C)c(=O)[nH]c2=O)cc1	99.1	.	13.3	97.1	.	2.0	97.6	-0.5
CC(C)c1ccc(C(O)c2cnc(C(C)C)n2C)cc1 (stereo not given)	102.0	10.7	-7.5	99.2	3.1	-3.8	99.7	9.3
O=C(CN1CCOC1=O)N1CCCC(Nc2ccc(F)c(F)c2)C1 (stereo not given)	94.0	13.6	-1.2	95.2	1.6	-4.2	99.6	3.6
O=C(Cc1cccc2ccccc12)NNC(=O)c1cccs1	98.3	6.2	0.1	95.3	-7.5	3.4	93.1	8.5
COc1cccc(-c2cc(C(F)(F)F)nc(N3CCOCC3)n2)c1	110.6	-13.2	12.1	107.8	-5.8	-0.8	106.2	9.0
Nn1c(=O)c2ccccc2n2c(SCc3ccccc3)nnc12	92.4	-6.6	1.8	86.2	2.1	11.1	89.8	-1.3
Cc1cc(C)nc(-n2cc(C(=O)c3cc(F)ccc3O)cn2)n1	100.4	15.0	52.8*	96.3	2.8	-7.9	101.0	2.5
Cc1ccc(CN2CCN(Cc3cn[nH]c3C3CCCCC3)CC2CCO)cc1 (stereo not given)	109.2	-23.6	0.4	104.2	-6.7	-10.6	97.6	3.0
O=C(N/C(=C\c1ccc([N+](=O)[O-])cc1)C(=O)N1CCOCC1)c1ccccc1	105.9	-11.3	3.0	95.8	-5.0	1.9	107.2	8.8
Cc1ccc([N+](=O)[O-])cc1S(=O)(=O)N1CCNCC1	103.5	-5.6	-1.5	100.5	-8.6	-6.0	99.8	5.9
C/C=C(/C)C(=O)Nc1cccc(C2=NOC3(C2)C[C@@H](C(N)=O)N(C(=O)[C@H]2CCC(=O)N2)C3)c1 (stereo not given in full)	93.0	-17.9	2.5	128.0	-3.5	-5.7	99.5	-8.3
Cc1ccccc1NC(=O)C(C)Sc1nnc(-c2ccncc2)n1CC1CCCO1 (stereo not given)	106.5	-3.9	0.9	95.1	5.5	9.0	107.2	5.1
Cc1cc(N(C)Cc2ccccc2)nc2cc(O)ccc12	108.4	-3.4	3.5	90.8	-10.7	23.2	97.9	19.3
Cc1ccc(N2C(=O)c3cccc4c(N5CCN(C)CC5)ccc(c34)C2=O)c2cccnc12	105.6	0.1	-0.3	100.3	2.0	0.1	96.4	-5.7
CCC(C)Nc1cc(C)nc2ncnn12 (stereo not given)	102.6	6.2	-0.8	94.5	-3.6	6.8	91.4	-13.6
N#Cc1cc(NC(=O)c2ccc(F)cc2)c(=O)n2c1[nH]c1ccccc12	99.1	-1.2	-4.7	101.1	9.2	-0.2	96.7	-5.3
O=C(CSc1nnnn1-c1ccc2c(c1)OCCO2)c1cccc2c1OCCO2	105.3	0.3	0.8	107.3	6.1	3.0	102.2	6.2
O=C(COC(=O)c1cc(Cl)ccc1O)Nc1ccccc1C(=O)NC1CC1	102.5	.	0.8	87.8	.	6.9	104.4	14.3
Cc1ccccc1OCC(=O)NCC(=O)OCC(=O)c1ccc([N+](=O)[O-])cc1	107.8	4.1	0.0	107.1	-2.9	-28.9	98.8	-21.4
Cn1cc(Br)c(C(=O)Nc2sc3c(c2C#N)CCC3)n1	95.9	10.9	2.2	122.4	14.3	7.2	103.4	-5.6
CCNC(=O)O/N=C1\CCCCC1c1ccc([N+](=O)[O-])cc1[N+](=O)[O-] (stereo not given)	103.7	8.2	11.5	97.2	-3.3	-8.3	107.2	2.0
COc1cc2nc(C(C)(C)C)oc(=O)c2cc1OC	99.5	-2.0	-1.9	102.1	0.3	1.8	100.5	-3.2
O=C1NC2c3ccccc3CC2O1 (stereo not given)	92.5	-3.9	-0.4	109.3	5.2	-7.7	99.7	1.4
Cc1c(Cl)cccc1NC(=O)c1cc(-c2ccco2)on1	105.6	9.7	-3.3	102.7	-3.1	0.1	98.9	-2.4
COCC(C)n1c(C)cc(C(=O)Cn2nc(C(=O)O)c3ccccc3c2=O)c1C (stereo not given)	91.9	8.2	0.5	89.5	-9.7	3.1	92.7	1.3
O=C1OC(c2ccc(Cl)cc2)=C/C1=C/c1cccnc1	105.3	-5.9	0.8	85.1	-5.1	-12.4	104.6	-10.7
CC(C)N1CCN(CC2COc3ccccc3O2)CC1 (stereo not given)	105.9	8.0	0.5	87.8	2.8	9.1	103.1	3.4
COc1cc2c(c(OC)c1OC)-c1ccc(OC)c(=O)cc1[C@@H](NC(C)=O)CC2	88.8	6.5	2.6	102.6	-5.3	-6.5	97.9	-2.3
COc1ccc(C(=O)NCC(=O)OCC(=O)N2CCCc3ccccc32)cc1	102.3	-7.8	0.4	102.4	7.9	3.9	99.2	4.7
